XiGFP reactiv – activators of inactive X chromosome reactivation, primary screen, imaging, XiGFP fibroblasts, GFP high-content imaging, set 2 | activation, % at 7.58 µM | 0.055% of 360,000 active | XiGFP mouse fibroblasts, % GFP-positive cells imaging, 3 d; cells co-treated with 5-aza-dC sensitizer; scaled so ellipticine positive control = 100%;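 active means mean normalized replicate activation at least 10% and every replicate at or above 10%; inconclusive means only one of the two criteria met; inactive means mean below 10% and not all replicates reach 10%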;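 further: 0% = median of on-plate neutral control wells and 100% = ellipticine 6 µM median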
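Material: XiGFP fibroblasts, SV40-immortalized; Buffer or medium: DMEM containing 5-aza-dC; Compound dosing: single point; Times: 3 days compound exposure.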
CFTR F508del cor – F508del CFTR correction, initial screen, CFBE line, single point | CFBE cells, YFP halide quenching; stimulated with forskolin plus potentiator P3; % fluorescence drop versus neutral controls | activity (quench increase), % at 7.58 µM | 0.36% of 350,000 active;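 active means mean added fluorescence quench of at least 8% versus neutral control, with both replicates also reaching 8%; inconclusive means only one of the mean or replicate conditions met; inactive means mean below 8% and not both replicates reaching 8%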;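 further: cells transiently co-express mutant CFTR-F508del with the halide-sensitive YFP; corrector assay measuring rescue of mutant channel to the surface after 24 h compound exposure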
ERp5 block – inhibitors of ERp5-driven insulin aggregation, primary screen, biochemical, turbidity, absorbance 650 nm, single point. Protein disulfide-isomerase A6 (Homo sapiens), Q15084. 90 min. inhibition, % at 9.99 µM. 0.05% of 350,000 active;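 active means mean replicate inhibition above about 25%, with every replicate also reaching it, limit read from the data, passing the limit was not always enough; inconclusive means only one of those two criteria met; inactive means neither criterion met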
Target sequence (Q15084 whole entry, looked up): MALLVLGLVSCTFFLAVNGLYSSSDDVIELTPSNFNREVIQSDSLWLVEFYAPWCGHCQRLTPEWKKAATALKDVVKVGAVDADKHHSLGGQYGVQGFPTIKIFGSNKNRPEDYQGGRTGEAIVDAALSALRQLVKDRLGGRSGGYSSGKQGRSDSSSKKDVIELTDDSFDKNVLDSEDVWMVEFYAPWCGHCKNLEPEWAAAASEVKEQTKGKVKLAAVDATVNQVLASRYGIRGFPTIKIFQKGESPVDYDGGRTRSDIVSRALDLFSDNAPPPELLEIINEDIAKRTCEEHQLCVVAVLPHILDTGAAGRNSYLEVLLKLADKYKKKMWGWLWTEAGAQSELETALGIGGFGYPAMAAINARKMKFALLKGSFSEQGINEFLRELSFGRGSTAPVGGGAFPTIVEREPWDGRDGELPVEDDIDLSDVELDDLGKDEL
ARNT TACC3 PPI – disruptors of ARNT/TACC3 protein interaction, primary screen, biochemical, AlphaScreen, single concentration; AID 623870, 2012; 0.66% of 390,000 active; inhibition, % at 9.99 µM; AlphaScreen His-ARNT PAS-B/GST-TACC3 binding, luminescence; TACC3 fragment carries E629A point mutation; Transforming acidic coiled-coil-containing protein 3 (Homo sapiens), Q9Y6A5;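 active means mean inhibition of replicates at least 50% and at least half of replicates each reaching 50%; inconclusive means half or more replicates reach 50% but mean below 50%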;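 further: 0% = complete ARNT plus TACC3 wells and 100% = ARNT alone without TACC3; many hits fall short of the cut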
PAX8 inh HTS – inhibitors of PAX8-driven TPO luciferase reporter, primary screen, RMG-I cells, single concentration | inhibition, % at 12.6 µM | SteadyGlo, 24 h | 1.2% of 360,000 active;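 active means mean replicate inhibition at least 60% with every replicate also reaching 60%; inconclusive means only one of the two criteria is met; inactive means mean below 60% and not all replicates reaching 60%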;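 further: luciferase light reporting Pax8 driven TPO promoter activity; plate controls were median of neutral control wells for no effect and mitoxantrone controls for full effect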
DENV2 CPE – inhibitors of DENV2 cytopathic effect, primary screen, cell-based, plate reader, single concentration | AID 651640, 2012 | DENV2-infected cells, cytopathic effect rescue | CPE inhibition, % at 9.99 µM | 1.7% of 350,000 active; in the data active means CPE inhibition above about 20%, passing the limit was not always enough; inconclusive means no clear call, values can overlap the other calls; tested in BHK-21 cells;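 further: 0% = median of neutral control wells and 100% = median of positive control wells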
GSIS activator – GLuc luminescence reporter in INS-1E cells, primary screen for activators of glucose-dependent secretion of insulin. activation, % at 16.6 µM. 0.61% of 370,000 active. INS-1E GLuc reporter insulin secretion, 2-3 h. AID 743287, 2014;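 active means lowest replicate activation of at least 40%, so every replicate reaches that level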;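 further: 0% = median of neutral control wells and 100% = median of IBMX positive control wells; some compounds called inactive have numbers as strong as hits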
EWS-Fli block – EWS/Fli-driven NR0B1 reporter inhibitors, primary screen, A673 cells, NR0B1 luciferase, luminescence, MLPCN library; viability-normalised; inhibition, % at 12.6 µM; 0.67% of 350,000 active; AID 651661, 2012;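 active means mean inhibition of at least 50% after viability correction, with every replicate also passing that limit; inconclusive means mean reaches 50% but only one of two replicates passes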;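 further: firefly luciferase signal divided by Alamar Blue viability fluorescence both relative to DMSO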
* marks the source's active call; other numbers are inactive results; ? = inconclusive; / = not tested or not shown. Compounds as they come; about 4.2% have a hit in one of these screens.

Order of values – XiGFP reactiv	CFTR F508del cor	ERp5 block	ARNT TACC3 PPI	PAX8 inh HTS	DENV2 CPE	GSIS activator	EWS-Fli block
- Cn1c(COc2ccc(Cl)cc2)nnc1SCC(=O)NC1CC1
 : 0.0	-1.3	8	-6	-1	-5	4	1
- COCCOC1CCN(C(=O)C2CCC(=O)N(CCc3cccc(F)c3)C2)CC1 (stereo not drawn)
 : 0.1	0.3	9	2	-14	-2	15	/
- O=C(COc1ccccc1)N=C1SC2CS(=O)(=O)CC2N1c1ccccc1F (stereo not drawn)
 : 0.0	-0.4	4	4	-2	2	54	/
- COc1ccccc1-c1cccc(-c2nc(C(=O)N3CCN(C)CC3)cc3c2[C@H](CCO)N([S@@](=O)C(C)(C)C)C3)c1
 : 0.0	0.3	-3	51*	-14	0	9	5
- COc1ccc(/C=C/C(=O)O)cc1S(=O)(=O)NC1CCS(=O)(=O)C1 (stereo not drawn)
 : 0.0	0.0	4	-10	6	-3	-2	-6
- CCOCCCNC(=O)c1cc2c(=O)n3ccccc3nc2s1
 : 0.1	-0.1	-1	-6	6	6	18	-41
- COC(=O)[C@@]1(Cc2ccccc2)[C@H]2C(=O)N(C)C(=O)[C@H]2[C@H]2CN=C(SCC(=O)c3ccccc3)N21
 : 0.1	1.1	-3	1	-5	5	-6	1
- CCOC(=O)c1c(-c2ccccc2)oc2ccc(OCC(N)=O)cc12
 : 0.0	-1.4	4	0	30	5	-5	7
- COc1ccccc1-c1nnc(SCC(=O)NCc2cccs2)n1N
 : 0.0	0.5	0	14	3	1	7	-1
- C[C@H]1CN([C@@H](C)CO)C(=O)c2ccccc2-c2ccccc2CO[C@@H]1CN(C)C(=O)c1cc(Cl)cc(Cl)c1
 : 0.4	2.6	4	/	-19	-11	-3	-4
- CN1c2ccc(-c3ccccc3F)cc2[C@H]2[C@H](CCN2C(=O)c2ccccn2)[C@@H]1CO
 : 0.2	0.5	1	8	-133	?	-33	-41
- CCCCCC(=O)Nc1cccc(C2=NOC3(C2)C[C@@H](C(N)=O)N(C(=O)c2ccc(Cl)cc2)C3)c1 (stereo partly drawn)
 : 0.2	0.6	/	0	37	/	-5	1
- COc1ccc(-c2noc(CCCC(=O)NCC3CCCO3)n2)cc1 (stereo not drawn)
 : 0.0	-0.4	-10	9	6	9	-4	7
- COc1ccc(CC(=O)OCC(=O)N(CC(C)C)c2c(N)n(Cc3ccccc3)c(=O)[nH]c2=O)cc1
 : -0.7	-2.6	3	1	-5	14	11	-1
- CCCn1c(SC(C(=O)Nc2cccc(OC)c2)c2ccccc2)nc2ccccc2c1=O (stereo not drawn)
 : 0.3	/	/	-8	19	/	-11	/
- CN1CCN(C(=O)c2cccc(-c3cccc4nccn34)c2)CC1
 : -0.1	2.2	5	/	0	-3	/	1
- Fc1ccc(-n2nnc(-c3ccnc4ccccc34)n2)cc1
 : 0.0	3.5	1	-8	-129	0	2	-100
- COc1ccc(NC(=O)Nc2nc(C(N)Cc3ccc(C(F)(F)F)cc3)cs2)cc1 (stereo not drawn)
 : 0.1	5.1	6	/	-5	-4	7	15
- CNC[C@H]1Oc2cc(-c3cncnc3)ccc2S(=O)(=O)N([C@@H](C)CO)C[C@@H]1C
 : 0.5	-0.4	-5	-2	/	-4	12	2
- O=C(Cn1cc(C(=O)c2ccco2)c2ccccc21)NC1CCCCC1
 : 0.0	2.1	6	6	7	6	21	12

Sorted by SMILES length (low to high): 3 of the compounds above
Order of values – XiGFP reactiv	CFTR F508del cor	ERp5 block	ARNT TACC3 PPI	PAX8 inh HTS	DENV2 CPE	GSIS activator	EWS-Fli block
- O=C(Cn1cc(C(=O)c2ccco2)c2ccccc21)NC1CCCCC1
 : 0.0	2.1	6	6	7	6	21	12
- CCCn1c(SC(C(=O)Nc2cccc(OC)c2)c2ccccc2)nc2ccccc2c1=O (stereo not drawn)
 : 0.3	/	/	-8	19	/	-11	/
- CNC[C@H]1Oc2cc(-c3cncnc3)ccc2S(=O)(=O)N([C@@H](C)CO)C[C@@H]1C
 : 0.5	-0.4	-5	-2	/	-4	12	2

Full records, looked up by structure. Order of values: XiGFP reactiv	CFTR F508del cor	ERp5 block	ARNT TACC3 PPI	PAX8 inh HTS	DENV2 CPE	GSIS activator	EWS-Fli block
Entry for COc1ccc(NC(=O)Nc2nc(C(N)Cc3ccc(C(F)(F)F)cc3)cs2)cc1 (stereo not drawn) : 0.1	5.1	6	/	-5	-4	7	15
Entry for CNC[C@H]1Oc2cc(-c3cncnc3)ccc2S(=O)(=O)N([C@@H](C)CO)C[C@@H]1C : 0.5	-0.4	-5	-2	/	-4	12	2
Entry for Fc1ccc(-n2nnc(-c3ccnc4ccccc34)n2)cc1 : 0.0	3.5	1	-8	-129	0	2	-100
Entry for O=C(Cn1cc(C(=O)c2ccco2)c2ccccc21)NC1CCCCC1 : 0.0	2.1	6	6	7	6	21	12

The results go on.
Order of values – XiGFP reactiv	CFTR F508del cor	ERp5 block	ARNT TACC3 PPI	PAX8 inh HTS	DENV2 CPE	GSIS activator	EWS-Fli block
- COc1ccc(NC(=O)Nc2ccc3c(c2)C(=O)N([C@H](C)CO)C[C@H](C)[C@@H](CN(C)C(=O)Nc2c(C)noc2C)OCCCC[C@@H](C)O3)cc1
 : -0.1	-2.4	-1	-2	/	4	-7	3
- CC(=O)N/N=C/c1cc(C(C)C)cc(/C=N/NC(C)=O)c1O
 : 0.0	-2.0	-1	72*	0	0	-4	20
- Cc1ccc(S(=O)(=O)N(C)C[C@H]2Oc3ccc(NC(=O)NC4CCCCC4)cc3C(=O)N([C@@H](C)CO)C[C@@H]2C)cc1
 : 0.0	0.7	0	1	-12	1	23	-3
- CCOC(=O)C1=C(C)N(C)C(=O)NC1c1cccc([N+](=O)[O-])c1 (stereo not drawn)
 : 0.0	1.5	-14	1	4	10	18	-3
- CN1CCN(c2cc(-c3cc(O)c4ncccc4c3)ccn2)CC1
 : 7.0	0.5	18	69*	14	-5	27	-17
- Oc1ccc(C[C@H]2CNCCN2CCCCC2CCCCC2)cc1
 : 0.0	-0.7	/	/	5	/	-13	10
- CC(C)NC(=O)C1(C)CCN1Cc1ccc(Cl)cc1 (stereo not drawn)
 : 0.0	-3.2	2	/	6	-5	29	-9
- COc1ccc(CCC(=O)OCC(=O)Nc2c(C)n(C)n(-c3ccccc3)c2=O)cc1
 : 0.2	0.8	5	-5	0	7	18	-8
- Cc1noc(C)c1NC(=O)N(C)C[C@@H]1OCCCC[C@H](C)Oc2ccc(NC(=O)c3ccccc3)cc2C(=O)N([C@H](C)CO)C[C@H]1C
 : 0.0	-2.6	-1	-4	2	-4	11	-11
- O=C(NCC(c1ccco1)N1CCN(c2ccc(F)cc2)CC1)c1ccco1 (stereo not drawn)
 : 0.1	0.5	3	5	-13	2	9	-8
- Cc1ccccc1S(=O)(=O)N1[C@@H](C#N)[C@H](c2ccc(-c3ccccc3)cc2)[C@@H]1CO
 : 0.0	-1.8	12	-5	-5	6	-8	3
- CSc1nc(-c2cccs2)c(C#N)c(=O)[nH]1
 : 0.0	0.8	2	2	-9	1	-27	1
- Cc1ccc(-c2csc(NCCn3c(-c4ccncc4)nc4ccccc43)n2)cc1
 : 0.0	1.8	-1	/	28	/	18	9
- CCOC(=O)C1=CCC(c2ccccc2C(F)(F)F)N(S(=O)(=O)c2ccc(C)cc2)C1 (stereo not drawn)
 : -0.1	2.0	0	/	-18	/	-22	-1
- COc1cccc(NC(=O)N(C)C[C@@H]2Oc3cc(C#Cc4ccccc4)ccc3S(=O)(=O)N([C@@H](C)CO)C[C@@H]2C)c1
 : -0.1	2.2	/	13	29	-3	6	18
- CNC(=O)[C@@]1(C)C=C[C@@H](Cc2ccccc2)N1C(=O)OC
 : 0.5	-0.5	/	1	-22	/	8	-23
- O=C(Nc1ccc(Oc2ccc(Br)cc2)cc1)C1=CC=CN2CCS(=O)(=O)N=C12
 : 0.2	-2.9	1	/	20	4	11	7
- CNC(=O)C[C@H]1CC[C@H]2[C@H](COc3ccc(NC(=O)c4cccs4)cc3C(=O)N2C)O1
 : 0.1	0.0	/	-2	-5	-5	-1	5
- Cc1sc2nc(CSCC(=O)NC3CCCCC3)[nH]c(=O)c2c1C
 : -0.1	-0.9	-6	3	1	13	1	6
- C/C=C/c1ccccc1[C@H]1[C@@H](CO)N(C(=O)Nc2ccccc2F)[C@H]1C#N
 : 0.0	-4.1	5	/	-7	0	-16	9
- COc1ccc(C#Cc2ccc([C@H]3[C@@H](CO)N4CCCCN(C(=O)c5ccncc5)C[C@H]34)cc2)cc1
 : 0.4	-2.8	2	2	-10	47*	-4	-19
- Cc1ccc(NC(=S)Nc2cccc(-c3n[nH]c(=S)o3)c2)cc1
 : -0.1	1.5	3	7	-20	5	/	-10
- CCOC(=O)C1=C(COc2ccccc2)NC(=O)NC1c1cccc([N+](=O)[O-])c1 (stereo not drawn)
 : 0.1	0.3	12	-4	-1	-14	-2	10
- O=C(CC1CC1)N1CC(=O)N2[C@@H](CO)[C@H](c3ccc(/C=C/c4ccccc4)cc3)[C@@H]2C1
 : 0.2	1.4	0	/	/	-1	-11	-3
- COc1ccccc1NC(=S)N/N=C1\CC(C)(C)Oc2ccc(O)cc21
 : 0.0	-3.8	2	-4	30	-4	1	-2
- CCCCCCn1c(=O)n2n(c1=O)C[C@]1(OC(=O)NCc3ccco3)CN(S(=O)(=O)c3ccc(C)cc3)C[C@]1(O)C2
 : -0.2	3.7	-2	/	19	-6	-37	7
- COc1cc(C(=S)N2CCOCC2)cc(OC)c1OS(=O)(=O)c1ccc(C)cc1
 : -0.1	-0.9	2	1	29	2	-13	-14
- CC(/C=N/NC(=O)CNc1n[nH]c(=O)[nH]c1=O)c1ccccc1 (stereo not drawn)
 : /	-0.6	2	-3	2	4	23	-8
- CN(C)c1ccc(NC(=O)CN2CCC(NC(=O)C3CCCCC3)CC2)cc1
 : 0.1	-1.0	2	6	37	4	-2	-2
- COc1ccc(-c2cnc3c(c2)C(=O)N([C@H](C)CO)C[C@@H](C)[C@H](CN(C)Cc2cccnc2)O3)cc1
 : 0.6	0.3	0	108*	/	1	2	-3
- O=C(Nc1cc(C(F)(F)F)ccc1Cl)C(Sc1n[nH]c(=O)[nH]c1=O)c1ccccc1 (stereo not drawn)
 : 0.0	-0.3	4	-2	1	14	-21	4
- COc1ccc(S(=O)(=O)Nc2ccc3c(c2)C(=O)N([C@H](C)CO)C[C@H](C)[C@H](CN(C)S(=O)(=O)c2ccc(F)cc2)OCCCC[C@H](C)O3)cc1
 : 0.3	1.8	2	12	77*	-2	-41	10
- O=C(NCCc1ccc(C(F)(F)F)cc1)C1CCC(=O)N(C2CC2)C1 (stereo not drawn)
 : 0.1	1.0	-17	/	-1	7	-1	/
- COc1ccc(SCCC(=O)NCc2ccncc2)cc1
 : 0.2	0.0	7	-3	-20	2	11	3
- CCOC(=O)N1CCN(C(=O)C2CCCN(S(=O)(=O)c3cc(C)ccc3OC)C2)CC1 (stereo not drawn)
 : /	0.5	0	-3	/	?	1	8
- Cc1ccc(Cc2c(-c3cccc(Br)c3)nc3ccc(Br)cn23)cc1
 : -0.1	1.6	7	/	-144	-5	-7	-100

High-throughput results: PubChem, Broad Institute
